Compound activity deposited in PubChem by Fisher Drug Discovery Resource Center.
mcGAS inh: mouse cGAS inhibition by luminescence; Q8C6L5; recombinant cGAS, Kinase-Glo ATP depletion luminescence; inhibition, % at 12.5 µM; actives 0.15% (n = 160,000);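 also: 0% = negative control wells and 100% = reference inhibitor with no enzyme activity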
NPYLR7 ag: mosquito NPYLR7 agonism; HEK293T NPYLR7/Galpha15, GCaMP6s calcium fluorescence; activation, % at 10 µM; AID 1259423; actives 0.15% (n = 270,000); in the data active = activation above about 40%;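 also: 0% = vehicle and 100% = reference agonist at the receptor; some compounds past the cut are filed as inactive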
hcGAS lum: blocks human cGAS activity; recombinant h-cGAS, ATP depletion, Kinase-Glo luminescence; inhibition, % at 12.5 µM; actives 0.081% (n = 290,000); AID 1259398;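 also: 0% = vehicle reaction and 100% = reaction without DNA for no activity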
Target sequence (Q8N884 whole entry, looked up): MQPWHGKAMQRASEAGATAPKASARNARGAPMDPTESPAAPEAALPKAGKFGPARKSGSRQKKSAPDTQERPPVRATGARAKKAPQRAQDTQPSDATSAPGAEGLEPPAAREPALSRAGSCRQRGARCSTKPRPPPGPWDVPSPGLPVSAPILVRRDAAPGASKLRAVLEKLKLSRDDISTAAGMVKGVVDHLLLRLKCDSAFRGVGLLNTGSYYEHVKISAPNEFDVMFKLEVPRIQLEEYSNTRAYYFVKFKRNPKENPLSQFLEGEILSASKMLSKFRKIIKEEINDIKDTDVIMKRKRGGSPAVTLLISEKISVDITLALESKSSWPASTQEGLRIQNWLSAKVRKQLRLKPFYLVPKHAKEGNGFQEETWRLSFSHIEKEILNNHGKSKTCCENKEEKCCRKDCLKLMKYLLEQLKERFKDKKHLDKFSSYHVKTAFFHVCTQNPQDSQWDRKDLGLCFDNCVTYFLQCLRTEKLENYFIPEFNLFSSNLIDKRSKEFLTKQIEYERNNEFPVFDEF
* = called active by the depositor; . = no result given; & = joins results of further samples. Rule as the data show it, unless noted: active = inhibition above about 40%; inactive = the rest. This is a random part of the collection. About 0.27% of those tested had a hit in this group.

Under each structure – mcGAS inh | NPYLR7 ag | hcGAS lum
Cc1c(-n2c(-c3ccc(Cl)cc3)cs/c2=N/Nc2ccccc2)c(=O)n(-c2ccccc2)n1C
→ -7 | 3 | -8
CCOc1ccccc1N1CCN(C(=O)CCc2nnc(-c3ccc4c(c3)OCO4)o2)CC1
→ . | -3 | 4
CC(=O)N(Cc1cc(NC(=O)c2cccs2)ccc1N(C)C)C(C)c1ccccc1 (stereo not drawn)
→ -3 | . | 0
COc1cc(CN(C)C(=O)c2cc(N3CCOCC3)nc3ccccc23)cc(OC)c1OC
→ . | 13 | -6
Cc1ccc(S(=O)(=O)NCC(c2ccc3c(c2)CCCN3C)N(C)C)cc1C (stereo not drawn)
→ -8 | -3 | 0
C=CC(=O)N1CCCN(c2nc3ccccc3nc2-c2ccccc2)CC1
→ -4 | 3 | -3
CC1CC(C)CC(S(=O)(=O)N2CCC(C(=O)O)CC2)C1 (stereo not drawn)
→ . | 31 | -10
CC(=O)N1CCc2c(nc(C)nc2N2CCC(C(C)N3CCCC3)CC2)C1 (stereo not drawn)
→ . | 6 | -8
O=C(c1ccccc1)N1CCN(c2ccc([N+](=O)[O-])cc2F)CC1
→ -5 | 21 | -3
CC1(c2ccc3c(c2)OCO3)NC(=O)N(Cc2cccc(Cl)c2)C1=O (stereo not drawn)
→ . | 8 | -10
COc1ccc(CCn2nc(C(=O)NC3CC3)c3c2CCN(C(=O)C2Cc4ccccc4O2)C3)cc1 (stereo not drawn)
→ -1 | 6 | -7
COc1ccc(S(=O)(=O)Oc2ccccc2CN(Cc2ccc(F)cc2)C(=O)NC(C)C)cc1
→ -11 | -8 | -9
Cc1nc2ccccc2nc1N1CCN(C(=O)c2ccc(C(F)(F)F)cc2F)CC1
→ . | 17 | -5
O=C(c1ccccc1O)N1N=C2CCCCC2C1(O)C(F)(F)F (stereo not drawn)
→ -4 | 5 | -3
COc1cccc(C(C2Sc3nc(C)nn3C2=O)N2CC(C)OC(C)C2)c1 (stereo not drawn)
→ . | 12 | -7
CCOCCCN(CC(=O)N(CCc1ccccc1)Cc1ccc(C)o1)C(=O)Nc1cccc(F)c1
→ 1 | 3 | 8
C=CCn1c(SCC(C)=O)nc2c1c(=O)[nH]c(=O)n2C
→ -10 | . | -9
CCOCCCNC(=O)c1cc(NC(=O)c2cccc(Cl)c2)ccc1N1CCc2ccccc2C1
→ -4 | 10 | -3
CC(=O)O[C@H]1CC[C@H](C)[C@@]2(C)[C@H](OC(C)=O)c3c(C)coc3C(=O)[C@H]12
→ -8 | -9 | -2
Cc1cc(OCc2nc(SCC(N)=O)n[nH]2)ccc1Cl
→ . | 1 | -4
CC(C)CC1C2=C(CCCC2=O)OC(=N)C1C#N (stereo not drawn)
→ -4 | -1 | -5
CCCCN(CC(=O)Nc1cc(C(C)(C)C)nn1-c1ccc(Cl)cc1)C(=O)Nc1ccccc1OC
→ -4 | 21 | -6
Nc1ncccc1-c1nc2ccccc2o1
→ -5 | 1 | -1
CNC(=O)[C@@H]1C[C@H](N)CN1C(=O)c1ccccc1Oc1ccccc1
→ . | 1 | -4
CCN(CC)CCCC(C)NC(=O)c1cc(-c2ccccc2Cl)nn1-c1ccc(F)cc1 (stereo not drawn)
→ -7 | -1 | -12
COc1ccccc1NC(=O)c1c(NC(=O)c2ccco2)sc2c1CCC(C)C2 (stereo not drawn)
→ -6 | 1 | -4
Cc1ccccc1S(=O)(=O)N1CCC(Cc2ccc(-n3cccc3)cc2)CC1
→ -5 | 10 | -3
COc1ccc(Cl)c2sc(N(CC3CCCO3)C(=O)c3cc(C)no3)nc12 (stereo not drawn)
→ -3 | -1 | 4
CC(=O)NCCC1CN(Cc2c(Cl)nc3sccn23)CCO1 (stereo not drawn)
→ -8 | . | -2
Cc1ccc(N2CCN(C(=O)COc3ccc(Cl)cc3)C(C)C2=O)cc1F (stereo not drawn)
→ -4 | 17 | 0
CCCC1C=CCN1Cc1ccc(C(=O)Nc2c(C)cc(=O)[nH]c2C)cc1 (stereo not drawn)
→ . | 2 | 2
Cc1cc(NC(=O)COC(=O)C(C)NS(=O)(=O)c2ccc(Cl)cc2)no1 (stereo not drawn)
→ . | -3 | -3
CCC1CN(Cc2cc(CN(C)C)cs2)CCN1C(C)C (stereo not drawn)
→ -12 | 9 | -5
COc1ccc(/C=C2\NC(=O)[C@@H]3Cc4ccccc4CN3C2=O)cc1
→ -4 | 3 | -6
Cc1nc(Cl)cc(Nc2ccc(OCCO)cc2)n1
→ . | 4 | 3
O=C(NCCF)c1cncn1-c1ccc(-c2ccc(F)c(F)c2)cc1
→ -6 | 2 | -7
CC(CNc1ccccc1)NC(=O)Nc1ccc(Cl)cn1 (stereo not drawn)
→ -17 | 5 | -9
CC(Sc1nnc(N2CCCC2)n1-c1cccc(Cl)c1)C(=O)NC1CC1 (stereo not drawn)
→ . | 13 | -9
CSCc1ccc(C(=O)N2CCCC3(CC2)CNC(=O)O3)o1 (stereo not drawn)
→ -8 | -1 | 0
Oc1ccc(C=NN2CCN(C3c4ccccc4-c4ccccc43)CC2)cc1
→ -5 | 5 | -4
Clc1ccc(Nc2nc3ccccc3n3cnnc23)cc1
→ . | 7 | -8
COc1ccc(CCNC(=O)c2c(C)c(C)c(C)n2Cc2ccc(F)cc2F)cc1OC
→ -4 | 23 | -6
Cc1ccc(C(N)c2ccc(F)cc2Cl)cc1 (stereo not drawn)
→ -10 | 5 | -3
CN(C)CCCN(C(=O)c1cccs1)c1nc2cc3c(cc2s1)OCO3
→ -5 | 1 | 0
COc1cccc(CN(C)C(=O)c2sc(=O)n(Cc3ccccc3OC(C)=O)c2C)c1
→ . | 11 | -10
Cc1ccc2oc(-c3cccc(NC(=O)c4ccccc4F)c3)nc2c1
→ -5 | -9 | -2
CC(C)(C)CC(C)(C)c1ccc(OCOCCOCCO)c(Cc2cc(C(C)(C)CC(C)(C)C)cc(Cc3cc(C(C)(C)CC(C)(C)C)ccc3OCOCCOCCO)c2OCOCCOCCO)c1
→ -3 | -3 | 2&-3
CO[C@H]1C=CO[C@@]2(C)Oc3c(C)c(O)c4c(O)c(c(C=NN5CCN(C)CC5)c(O)c4c3C2=O)NC(=O)/C(C)=C\C=C/[C@H](C)[C@H](O)[C@@H](C)[C@@H](O)[C@@H](C)[C@H](OC(C)=O)[C@@H]1C
→ . | 11 | -12
Cc1ccc(-c2ccnc(N(C)Cc3cc(C4CC4)on3)n2)c(C)n1
→ . | 15 | -3
CC(=O)Nc1ccc(CN2CCCCC2CN2CCOCC2)cc1 (stereo not drawn)
→ . | 11 | 1
Cc1cccc(C(=O)NNc2nc(-c3ccccc3)c3cc(Br)ccc3n2)c1
→ . | -2 | 1
Cc1noc(C)c1S(=O)(=O)NCCc1nnc2ccccn12
→ . | 10 | -4
CC(C)N(CCN1CCCCCC1)C(=O)c1csnn1
→ -5 | . | -17
C/C=C(\C)CN1CCc2c([nH]c3ccccc23)C1c1nc2ccccc2n1C (stereo not drawn)
→ -3&-2 | -4&-1 | 1&-3
O=C(NCC(O)c1cc(Cl)cc(Cl)c1)NC1CCSCC1 (stereo not drawn)
→ . | 3 | -4
c1cncc(-c2nc(-n3ccnc3)c3c4c(sc3n2)CCC4)c1
→ . | 0 | 5
CCn1c(=NC(=O)c2ccc3ncsc3c2)sc2cc(Br)ccc21
→ -1 | -7 | 0
CC(C)c1nc(CN(C)C(=O)c2cccc3ccnn23)cs1
→ -10 | 5 | -8
Cc1cccc(S(=O)(=O)NC(=O)C2(C)CCN2C(=O)CC2CCCCC2)c1 (stereo not drawn)
→ . | -2 | -8
CCOc1ccc(CN2CCN(c3ccc4nnnn4n3)CC2)cc1
→ . | 14 | -10

New compounds follow:
Under each structure – mcGAS inh | NPYLR7 ag | hcGAS lum
CCCc1nc(NCCSc2nnc(C)s2)c2cnn(C)c2n1
→ -16 | 1 | -4
Cc1cc(C)n(CC(C)n2ccnc2C2CCN(C(C)C)CC2)n1 (stereo not drawn)
→ -11 | -1 | -4
CC(NC(=O)c1cc(=O)n(C)c2ccccc12)c1cccs1 (stereo not drawn)
→ . | 3 | -6
COCCn1cncc1Cn1cnc(-c2ccccc2)c1-c1ccc(C)o1
→ . | -3 | 0
CN(CC(=O)Nc1ccc(Cl)c(Cl)c1)C(=O)C1(C#N)CCCC1
→ . | 1 | -12
COCCN(Cc1cc(Cl)ccc1OS(=O)(=O)c1ccc(F)cc1)C(=O)C1CCC1
→ 0 | -7 | -3
CCC1CN(Cc2nnc(C3CC3)o2)CCC(=O)N1Cc1ccccc1 (stereo not drawn)
→ -16 | . | -4
C=c1cc(C)n(CC(=O)Nc2ccc3c(c2)OCO3)c(=O)c1=C1N=C(c2ccc(F)cc2)NO1
→ -8 | 3 | -4
CCCn1ccc2cc(NC(=O)CC3CCCO3)ccc21 (stereo not drawn)
→ -1 | 0&1 | -11&-2
COc1ccc(N2CCN(C(=O)c3ccc[nH]c3=O)CC2)cc1
→ . | 5 | -6
COC(=O)c1c(C)cc(OC)cc1O
→ 1 | -12 | -4
CN(C)c1cccc(Nc2cc3c(cn2)cc(-c2cnn(C)c2)n3Cc2ccccc2)c1
→ -4 | -9 | 0
N#C/C(=C\N1CCC(C(=O)O)CC1)C(=O)NCCc1ccccc1
→ . | 8 | -4
COc1ccc(C(=O)N(CC(=O)Nc2nc(CC(=O)O)cs2)CC(C)C)cc1
→ -6 | -5 | -9
CN1C(=O)C(=Cc2cccc(Br)c2)C(=O)N(C)C1=O
→ 0 | -1 | 1
Clc1cc2c(cc1CN1CCCC1c1ccccn1)OCO2 (stereo not drawn)
→ . | 14 | -6
NC(=O)C1CCN(C(=O)COc2ccc3c(c2)C(=O)CC3)CC1
→ . | -3 | -7
Cc1nc(SCc2cccc(C(=O)NCc3cccnc3)c2)nc(N2CCN(c3cccc(C(F)(F)F)c3)CC2)c1C
→ -2 | -2 | -1
CC1=C(C(=O)N2CCCC(N3CCN(c4ccccc4F)CC3)C2)OCCO1 (stereo not drawn)
→ . | 16 | -11
CCc1ccc2nc(N3CCN(C(=O)C4=COCCO4)CC3)sc2c1
→ -9 | -1 | -9
Cc1nnsc1CNC(=O)CC1CCc2ccccc21 (stereo not drawn)
→ . | -4 | -2
O=C1c2ccccc2C(=O)c2cc(CSc3nnc(-c4cc(-c5ccccc5)nc5ccccc45)n3CC3CCCO3)ccc21 (stereo not drawn)
→ -4 | -8 | -6
CCCC(=O)Nc1sc2c(c1C(=O)Nc1ccc(OC)cc1)CCCC2
→ -5 | -11 | -4
CN(C(=O)C1CC12CCCc1ccccc12)c1ccccn1 (stereo not drawn)
→ . | 7 | -6
CC1(C(=O)NS(=O)(=O)c2ccccc2OC(F)(F)F)CCN1C(=O)CC1CCCCC1 (stereo not drawn)
→ . | 1 | -12
COc1ccc(OC)c(NC(=O)CC(=O)N2CCCCCC2)c1
→ -18 | -1 | -3
Cc1ccc(NC(=O)c2ccccc2)c(NC(=O)c2c(-c3ccccc3Cl)noc2C)c1
→ 0 | -5 | 8
CC(C)N(Cc1cn(-c2ccccc2)nc1-c1ccc2c(c1)OCO2)Cc1nccn1C
→ -3 | 22&-1 | -6&-3
CC(=O)c1ccc(Sc2ccc(Cl)cc2C(=O)O)cc1
→ . | 5 | -3
O=C(CCC1CCN(Cc2sc3ccccc3c2Cl)CC1)N1CCOCC1
→ -11 | 24 | -8
COc1ccccc1/C=C/C=C1/N=C(c2cccc(Cl)c2Cl)OC1=O
→ . | -2 | 1
CCc1nc2ccc(C(=O)NCC3CCCCC3)cn2c1N(C)Cc1ccc(OC)cc1
→ -2 | 16 | -3
Cc1ccc(N2C(=O)CSC2c2cccs2)cc1 (stereo not drawn)
→ -7 | 1&-5 | -5&-4
CNS(=O)(=O)c1cccc(NC(=O)N2CCN(c3oc(C4CC4)nc3C#N)CC2)c1
→ -16 | -6 | -12
Cc1[nH]nc(-c2ccc(OCCN3CCOCC3)cc2O)c1-c1ccc(Br)cc1
→ -7 | 1 | -1
O=C(CN1C(=O)COc2ccccc21)NCc1cccnc1-n1cccn1
→ . | -11 | -6
O=C(NCc1cn2c(n1)CCCC2)Nc1cccc(N2CCCC2)c1
→ . | 12 | -5
Cc1c(Cl)cccc1NC(=O)CNc1nn2cc(C(C)(C)C)nc2s1
→ -8 | -1 | -5
COc1ccc(Cl)cc1N1CCC(NC(=O)N2CCCC2)C1 (stereo not drawn)
→ . | -27 | -10
COc1cc(C)ccc1OCc1nc(C(=O)N2CCCC2)cs1
→ . | -5 | 5
CCN(Cc1ccccc1F)Cc1nc[nH]c1C
→ . | 8 | -9
Cc1nn(Cc2cccc(C(F)(F)F)c2)c(=O)c2c1cnn2-c1ccccc1
→ . | -6 | -2
CC1(C(=O)Nc2ccc3nc[nH]c3c2)CCN1C(=O)C1(c2ccccc2)CCCC1 (stereo not drawn)
→ -1 | -4 | -2

5 compounds drawn at random from those above:
Under each structure – mcGAS inh | NPYLR7 ag | hcGAS lum
O=C(CN1C(=O)COc2ccccc21)NCc1cccnc1-n1cccn1
→ . | -11 | -6
Cc1ccc(N2C(=O)CSC2c2cccs2)cc1 (stereo not drawn)
→ -7 | 1&-5 | -5&-4
Cc1[nH]nc(-c2ccc(OCCN3CCOCC3)cc2O)c1-c1ccc(Br)cc1
→ -7 | 1 | -1
CCc1nc2ccc(C(=O)NCC3CCCCC3)cn2c1N(C)Cc1ccc(OC)cc1
→ -2 | 16 | -3
COc1cc(C)ccc1OCc1nc(C(=O)N2CCCC2)cs1
→ . | -5 | 5
